High-throughput results (PubChem BioAssay)
FEN1 inh: inhibitors of human flap endonuclease 1. Potency, µM (series often up to 114 µM), without a hit: top-dose activity change, negative = inhibition, actives largely listed as inhibitors. Recombinant FEN1 flap cleavage, fluorescence, 15 min. actives 0.35% (n = 390,000); also: nearly all actives have a fitted effect of over 65% in size
Target sequence (P39748 whole entry, looked up): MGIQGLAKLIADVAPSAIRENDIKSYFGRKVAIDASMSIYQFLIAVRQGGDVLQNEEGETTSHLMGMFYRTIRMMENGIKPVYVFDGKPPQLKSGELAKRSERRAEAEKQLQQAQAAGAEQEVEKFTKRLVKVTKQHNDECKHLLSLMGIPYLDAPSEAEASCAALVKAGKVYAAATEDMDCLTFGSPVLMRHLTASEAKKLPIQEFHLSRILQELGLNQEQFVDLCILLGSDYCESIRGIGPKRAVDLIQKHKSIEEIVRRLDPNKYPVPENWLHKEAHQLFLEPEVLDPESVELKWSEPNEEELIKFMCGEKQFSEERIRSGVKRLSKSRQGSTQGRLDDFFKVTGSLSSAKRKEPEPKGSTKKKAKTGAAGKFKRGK
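Reaction started by adding substrate (50 nM final) to 10 nM enzyme after 15 min room-temperature compound preincubation. Reads at 0 and 15 min, with data normalized and fitted to a four-parameter Hill equation.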
N370S GC mod: inhibits or activates N370S mutant glucocerebrosidase | P04062 | N370S GC spleen homogenate, 4MU-glucoside fluorescence | Potency, µM (highest dose often 59.4 µM), for inactives: top-dose activity change, negative = inhibition, usual class: inhibitors | actives 0.092% (n = 330,000) | AID 2101;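 also: 0% = full enzyme activity and -100% = no enzyme basal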
KAT2A inh: inhibitors of human GCN5L2 histone acetyltransferase; Q92830; GCN5L2 HAT assay, ThioGlo1 CoA-SH fluorescence; actives 0.21% (n = 390,000); Potency, µM (highest dose often 58.9 µM), inactives show top-dose activity change, negative = inhibition, usual class: inhibitors
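GCN5L2 (20 nM) in 50mM HEPES pH 7.5, 0.1mM EDTA, 0.01% Tween-20 preincubated 15 min with compounds at room temperature. Reaction started with H3(1-25) 75uM, acetyl-CoA 70uM, ThioGlo1 50uM; CoA-thiol fluorescence (Ex340/Em540) read at 0 and 20 min.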
An asterisk follows results filed as active; ? = inconclusive; nt = not tested or not shown; & = joins results of further samples; [ ] = remark or other dose. Calls follow the shape of the dose curve; as a rule, active = well fitted curve in the direction sought with a large enough effect; inconclusive = small, poorly fitted or top-dose-only effect, or another doubt; inactive = no such curve, though single readings can be large; an effect the other way counts as inactive or inconclusive. Unless noted, % is scaled to controls: 0 for no effect and ±100 for the full control effect; potency is read from the fitted curve at half-maximal effect. Not all compounds are listed; count on the stated rates, not on these rows.

Start of the listing, in advance, 4 compounds:
Below each SMILES – FEN1 inh | N370S GC mod | KAT2A inh
> CCCC[C@H]1C2=C3[C@@H](CC(C(=O)OC)=C[C@@H](C(=O)OC)[C@H]3C(C)(C)C2=O)n2c(=O)n(C)c(=O)n21
    -4% | 9% | nt
> N#CC(c1ccccc1)c1ccc2c(C(F)(F)F)cc(C(F)(F)F)nc2n1 (stereo not given)
    -24% | 14% | -19%
> COC(=O)c1cc(S(=O)(=O)N2CCCCC2)ccc1N1CCOCC1
    7% | 3% | -4%
> CCOC(=O)N1CCN(C(=O)Nc2cccc3ccccc23)CC1
    3% | 0% | 0%

The whole of this part, from the first entry:
Below each SMILES – FEN1 inh | N370S GC mod | KAT2A inh
> CCCC[C@H]1C2=C3[C@@H](CC(C(=O)OC)=C[C@@H](C(=O)OC)[C@H]3C(C)(C)C2=O)n2c(=O)n(C)c(=O)n21
    -4% | 9% | nt
> N#CC(c1ccccc1)c1ccc2c(C(F)(F)F)cc(C(F)(F)F)nc2n1 (stereo not given)
    -24% | 14% | -19%
> COC(=O)c1cc(S(=O)(=O)N2CCCCC2)ccc1N1CCOCC1
    7% | 3% | -4%
> CCOC(=O)N1CCN(C(=O)Nc2cccc3ccccc23)CC1
    3% | 0% | 0%
> Cc1ccc(NC(=O)c2ccc(=O)n(CC(=O)Nc3ccccc3)n2)cc1
    -3%&-6% | 0% | -7%&-4%
> CC1CCCCN1S(=O)(=O)c1ccc(C(=O)Nc2nnc(-c3ccccc3Cl)o2)cc1 (stereo not given)
    -2% | -2% | -6%[0.501 µM]
> Cc1ccc(C(=O)NCCC(=O)NCc2ccco2)cc1
    20% | -3% | -3%
> O=C(C1COc2ccccc2O1)N1CCCC1 (stereo not given)
    -5% | 0% | -7%
> Cc1ccc(-c2csc(NC(=O)/C=C/c3cccs3)n2)cc1C
    -9% | 3% | ?
> CSc1ncc(C(=O)Nc2ccccc2)cn1
    -15% | -5% | -16%
> O=C(CN(C(=O)c1csnn1)c1cccc2ccccc12)NC1CCCC1
    6% | -14% | 1%
> O/C(=C\Sc1nnc(Cc2ccccc2)o1)c1ccc(F)cc1
    1% | 6% | 0%
> CCOc1cc(C)c(-c2onc(C(F)(F)F)c2-c2csc(C)n2)c(O)c1
    -26% | 3% | -22%
> O=C(Cn1c(N2CCN(c3ccccc3)CC2)nc2ccccc21)c1ccccc1
    6% | 1% | 2%
> CCOC(=O)Cn1c(-c2nonc2NC(=O)c2ccccc2F)nc2ccccc21
    -5% | 29% | 0%
> NS(=O)(=O)c1ccc(CCNC(=O)C2CCCO2)cc1 (stereo not given)
    7% | -8% | -5%
> CCN(CC(=O)Nc1c(F)cccc1F)C(=O)c1ccccn1
    -6% | nt | -5%
> CCOP(=O)(OCC)c1nc(Cc2ccccc2)oc1NCc1ccccc1
    -8% | -3% | ?
> Cc1ccccc1OCC(=O)OCC(=O)NCC1CCCCC1
    -2% | nt | 2%
> O=C(Nc1cc(NC(=O)c2ccccc2)c(C(=O)O)cc1C(=O)O)c1ccccc1
    nt | -2%&-24% | ?
> COc1ccc(CCNC(=O)c2ccc(N(C)S(=O)(=O)c3ccccc3)cc2)cc1
    4% | 11% | 1%
> COc1ccc(-n2nc(C(=O)NCC(=O)N(C)Cc3ccccc3)c3ccccc3c2=O)cc1OC
    -14% | -6% | 2%
> O=C(c1ccc([N+](=O)[O-])s1)N1CCN(c2ccccn2)CC1
    2% | -7% | -2%
> CCCc1nc2c(o1)CC(CC(C)SCC)CC2=O (stereo not given)
    3% | 6% | 0%
> COc1ccc(/C=N/n2c(-c3ccco3)nc3ccccc3c2=O)cc1
    -3% | -1% | -3%
> Cc1ccc(NC(=O)CN(C)C(=O)CSc2nnc(C(F)(F)F)n2C)cc1
    -2% | 10% | -6%
> CCN(CC)S(=O)(=O)c1ccc(C(=O)NCCOC(=O)c2ccc(F)cc2F)cc1
    15% | -5% | -1%
> COc1ccc(-n2nnnc2CNC(=O)c2ccc3ccccc3c2)cc1
    -13% | -4% | 1%
> NCCCC[C@@H]1NC(=O)c2cc([N+](=O)[O-])cc(I)c2SC[C@@H](C(N)=O)NC(=O)[C@H](Cc2ccc(O)cc2)NC1=O
    ? | 2% | -5%
> CCOc1c(C#N)c(C#N)c2nc(C)cc(C)n12
    -6% | 8% | -7%
> CC(C)CC(=O)NC(=S)N1CCN(c2ccc([N+](=O)[O-])cc2Cl)CC1
    -18% | -1% | -5%
> CC(=O)c1cccc(NC(=S)N2CCN(S(=O)(=O)c3ccccc3)CC2)c1
    16% | -7% | 2%
> O=C(CN1C(=O)CC(c2ccccc2)=Nc2ccccc21)NCc1ccccc1
    -1% | 8% | -4%
> O=C(CNc1cccc([N+](=O)[O-])c1)NC(=O)NC1CCCCC1
    -10% | nt | -7%
> Cc1cccc(NC(=O)c2cnn(-c3ccc(F)cc3)c2C2CCNCC2)c1C
    1% | 0% | -3%
> CCOC(=O)c1sc(NC(=O)COC(=O)CNC(=O)c2ccco2)c(C(=O)OCC)c1C
    -21% | ? | -9%
> O=C(Nc1ccncc1)c1cccc(S(=O)(=O)N2CCN(c3ccc(F)cc3)CC2)c1
    -14% | -17% | -3%
> O=C(NCc1cc2ccccc2[nH]1)C1CCC(=O)N(CCCN2CCCC2=O)C1 (stereo not given)
    -6% | -1% | 1%
> COc1ccc(NC(=O)CC(=O)Nc2ccc(OC)cc2OC)c(OC)c1
    0% | 3% | -2%
> Cc1ccccc1CNCCCSc1nnnn1C
    8% | nt | -1%
> CSCCC(NC(N)=O)C(=O)NCc1ccc(Cl)cc1 (stereo not given)
    -5% | ? | -17%
> c1ccc(COc2cncc(-c3cccnc3)c2)cc1
    1% | nt | -2%
> O=C(Nc1ccnn1C1CCN(CC2CC=CCC2)CC1)c1ccccc1 (stereo not given)
    -4% | -14% | -10%
> Cc1ccc(CNC(=O)C2CCN(c3nc4ccccc4n(C)c3=O)CC2)cc1
    1% | nt | 0%
> Cc1ccc(NC(=O)c2ccc(CNc3c(N4CCOCC4)c(=O)c3=O)cc2)cc1
    -2% | 3% | -10%

No new results follow: three of the compounds above.
Below each SMILES – FEN1 inh | N370S GC mod | KAT2A inh
> CC(C)CC(=O)NC(=S)N1CCN(c2ccc([N+](=O)[O-])cc2Cl)CC1
    -18% | -1% | -5%
> CC(=O)c1cccc(NC(=S)N2CCN(S(=O)(=O)c3ccccc3)CC2)c1
    16% | -7% | 2%
> O=C(CN1C(=O)CC(c2ccccc2)=Nc2ccccc21)NCc1ccccc1
    -1% | 8% | -4%

Next part
Below each SMILES – FEN1 inh | N370S GC mod | KAT2A inh
> Cn1nc(C(F)(F)F)c(-c2ccc(Br)cc2)c1NC(=O)C1CCC1C(=O)O (stereo not given)
    4% | -4% | -2%
> Cc1cc(C(C)(C)C)ccc1OCCn1ccnc1
    18% | -7% | -6%
> O=C(COC(=O)[C@@H]1CCCN1C(=O)c1cccs1)NCCc1ccccc1
    -7% | -1%[12.8 µM] | -1%
> Cc1cc(C)c2ccc3c(C)c(C)nc3c2[nH]1
    -2% | 7.1µM* | -22%
> Nc1ccccc1NC1=CC(=O)CC(c2ccccc2)C1 (stereo not given)
    nt | 4% | -13%
> COc1ccc(NC(=O)C(=O)NCCc2ccc(OC)c(OC)c2)c(OC)c1
    1% | nt | -7%
> COc1ccc(CNc2ncncc2-c2cccc(C#N)c2)c(OC)c1
    nt | 27% | -6%
> CCCOc1cccc(C(=O)NC(=S)Nc2cccc(C(F)(F)F)c2)c1
    -18% | 7% | -2%
> CC(C)=CCC[C@](C)(O)C1CC[C@]2(C)[C@@H]1CC[C@@H]1[C@@]3(C)CCC(=O)C(C)(C)[C@@H]3CC[C@]12C (stereo not given in full)
    nt | -1% | 4%
> COc1ccc(CNS(=O)(=O)c2ccc(Br)s2)cc1
    -13% | -6% | -9%
> CCn1c(SCC(=O)N2CCCc3ccccc32)nnc1-c1c[nH]c2ccccc12
    16% | -25% | 3%
> CCCCN(CC(=O)NCc1ccc(F)cc1)C(=O)c1ccco1
    24% | 22% | 7%
> C=C(Cl)COc1ccc2c(CCCC)cc(=O)oc2c1
    -13% | ? | -15%
> CCOc1ccc(CCNC(=O)CCNS(=O)(=O)c2ccc3c(c2)CCN3C(C)=O)cc1OCC
    -2% | -22% | -1%
> COc1cc(OC)cc(C(=O)OCC(=O)Nc2ccc(F)cc2F)c1
    -4% | -9% | -3%

Some values from the results shown.
CCCCN(CC(=O)NCc1ccc(F)cc1)C(=O)c1ccco1 in N370S GC mod has 22%
Cc1cc(C(C)(C)C)ccc1OCCn1ccnc1 in N370S GC mod has -7%
C=C(Cl)COc1ccc2c(CCCC)cc(=O)oc2c1 in KAT2A inh has -15%

Going on with the list:
Below each SMILES – FEN1 inh | N370S GC mod | KAT2A inh
> C[C@@H]1CN([C@H](C)CO)C(=O)c2cc(NC(=O)Cc3ccccc3)ccc2O[C@H]1CN(C)Cc1ccc(Oc2ccccc2)cc1
    2% | nt | -17%
> Cc1cc(C)c(C#N)c(SCc2nc3ccccc3[nH]2)n1
    -5% | 9% | -7%
> O=C(NC(CO)Cc1ccccc1)c1ccccc1 (stereo not given)
    -2% | 7% | -3%
> COc1ccc(OC)c(NC(=O)CCc2nnc3ccc(N4CCC(C)CC4)nn23)c1
    -17% | -8% | -13%
> Cc1cc2cc(C)c3nnc(SCC(=O)NCc4ccc5c(c4)OCO5)n3c2cc1C
    0% | 0% | -3%
> COc1ccc(CC(=O)NCc2nnc(SCC(=O)Nc3ccc(OC)cc3)n2C)cc1
    -3% | 12% | -4%
> COc1cccc(Nc2ncc3nc(-c4ccc(F)cc4)c(=O)n(C)c3n2)c1
    nt | 7% | -6%
> O=C(O)CC1CCCC(c2ccccc2)C1=O (stereo not given)
    1% | 11% | 1%
> CCOC(=O)NN1C(=O)c2ccccc2NC1c1ccc(N(C)C)cc1 (stereo not given)
    1% | 7% | 1%
> Cc1ccc(Nc2cc(C)c(C#N)c3nc4ccccc4n23)cc1Cl
    -5% | nt | -9%
> COc1ccc(NC(=O)Cn2cnc3ccc(S(=O)(=O)N4CCC(C)CC4)cc3c2=O)cc1OC
    -15% | nt | -5%
> CC(=O)N1N=C(c2ccc(Br)cc2)OC1(C)CC(=O)Nc1ccccc1 (stereo not given)
    -20% | -8% | -7%
> O=C1[C@H]2[C@@H](C(=O)N1c1cc(Cl)cc(Cl)c1)[C@]1(C(=O)Nc3ccccc31)N1CCC[C@@H]21
    -10% | 5% | -2%
> COc1cc(C(=O)c2cocc2C(=O)c2ccc3c(c2)OCO3)cc(OC)c1OC
    -3% | ? | -16%
> Cc1cc(Oc2cnn(C(C)(C)C)c(=O)c2Cl)cc(C(C)C)c1
    9% | 7% | -9%

Full records from above. Order of screens: FEN1 inh | N370S GC mod | KAT2A inh
Profile of Cc1cc2cc(C)c3nnc(SCC(=O)NCc4ccc5c(c4)OCO5)n3c2cc1C → 0% | 0% | -3%
Profile of COc1ccc(NC(=O)Cn2cnc3ccc(S(=O)(=O)N4CCC(C)CC4)cc3c2=O)cc1OC → -15% | nt | -5%
Profile of O=C(NC(CO)Cc1ccccc1)c1ccccc1 (stereo not given) → -2% | 7% | -3%
Profile of COc1ccc(CC(=O)NCc2nnc(SCC(=O)Nc3ccc(OC)cc3)n2C)cc1 → -3% | 12% | -4%
Profile of Cc1ccc(Nc2cc(C)c(C#N)c3nc4ccccc4n23)cc1Cl → -5% | nt | -9%

More entries:
Below each SMILES – FEN1 inh | N370S GC mod | KAT2A inh
> CC(C)c1nnc(NC(=O)COc2ccc3ccccc3c2)s1
    -2% | -2% | -1%
> Cn1cccc1/C=N/n1c(-c2ccc(C(C)(C)C)cc2)n[nH]c1=S
    -6% | 8% | -1%
> O=S(=O)(c1ccc(F)cc1)N1CCCN(c2nccc(C(F)(F)F)n2)CC1
    1% | 12% | -15%
> COc1cccc(CC2(CO)CCCN(Cc3cn[nH]c3-c3ccc(F)cc3)C2)c1 (stereo not given)
    -4% | -12% | -17%
> O=C(C1CCN(c2nnc(-n3cccc3)s2)CC1)N1CCN(c2cccc(C(F)(F)F)c2)CC1
    -4% | 1% | 2%
